Apaf-1 inh = blocks human Apaf-1 apoptosome activity | O14727 | hit rate 0.71% among 330,000 | reconstituted apoptosome caspase-3 activity, DEVD-Rh110 fluorescence | inhibition, % at 20 µM; active = inhibition of at least 40% at 20 µM;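 note: plate controls were DMSO wells for no effect and DEVD-CHO caspase inhibitor wells for full effect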
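Assay system: Apoptosome proteins | Medium: pH 7.5 Hepes buffer with CHAPS, BSA, DTT | Also added: Cytochrome c and DEVD-Rh110 substrate | Times: 30 min plus 50 min, RT | Detection: Rhodamine 110 fluorescence at Ex 480/Em 540 nm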
A3G deaminase = inhibitors of human APOBEC3G DNA deaminase; recombinant A3G, ssDNA deamination FAM/TAMRA fluorescence; hit rate 0.28% among 330,000; inhibition, % at 20 µM; AID 493012;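 active = inhibition of at least 40% at 20 µM, with no more than 30% in the related APOBEC3A deaminase screen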;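 note: plate controls were DMSO wells with A3G for no effect and wells lacking A3G enzyme for full effect; some compounds called inactive have numbers as strong as hits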
SENP8 block-1 = blocks human SENP8 cleavage of Nedd8 substrate. recombinant SENP8, Nedd8 substrate fluorescence. hit rate 0.64% among 360,000. Q96LD8. AID 602440. inhibition, % at 20 µM; in the data active = inhibition mostly above about 40%, no sharp cut-off; inactive = mostly below about 27%
Target sequence (Q96LD8 whole entry, looked up): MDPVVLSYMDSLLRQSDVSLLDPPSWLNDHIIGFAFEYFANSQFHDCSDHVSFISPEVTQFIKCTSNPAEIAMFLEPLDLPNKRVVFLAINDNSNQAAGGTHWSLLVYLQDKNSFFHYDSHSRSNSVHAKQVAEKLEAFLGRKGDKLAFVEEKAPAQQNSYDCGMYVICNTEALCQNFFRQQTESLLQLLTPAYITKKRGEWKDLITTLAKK
SENP7 inh = SENP7 protease inhibition; AID 434973; recombinant SENP7, Z-RLRGG-aminoluciferin luminescence, 40 min; inhibition, % at 5 µM; Q9BQF6; hit rate 1.5% among 330,000;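 active = inhibition above about 50% at the single test dose, limit read from the data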;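 note: plate controls were DMSO with enzyme for no effect and no enzyme buffer wells for full effect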
Target sequence (Q9BQF6 706-1050 limits assumed): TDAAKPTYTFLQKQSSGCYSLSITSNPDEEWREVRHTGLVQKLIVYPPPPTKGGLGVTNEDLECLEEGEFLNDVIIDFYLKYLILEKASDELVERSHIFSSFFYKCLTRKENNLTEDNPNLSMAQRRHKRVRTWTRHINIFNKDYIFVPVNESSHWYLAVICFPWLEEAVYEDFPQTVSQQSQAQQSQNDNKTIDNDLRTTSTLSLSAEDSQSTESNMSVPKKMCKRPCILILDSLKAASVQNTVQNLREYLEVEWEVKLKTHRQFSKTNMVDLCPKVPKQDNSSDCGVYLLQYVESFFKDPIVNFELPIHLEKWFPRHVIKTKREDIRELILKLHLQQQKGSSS
SENP1 inh = inhibitors of human SENP1 SUMO protease catalytic domain; Q9P0U3; recombinant SENP1 catalytic domain, CyPet-SUMO1-YPet FRET cleavage; inhibition, % at 10 µM; hit rate 0.21% among 360,000; AID 624204;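 active = inhibition at least 30% at 10 µM, raw YFP signal under a set limit, fluorescence ratio 0.5 to 1.5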;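 note: 0% = enzyme with DMSO and 100% = no enzyme wells; some results filed as inactive read as strong as hits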
Target sequence (Q9P0U3 419-644 limits assumed): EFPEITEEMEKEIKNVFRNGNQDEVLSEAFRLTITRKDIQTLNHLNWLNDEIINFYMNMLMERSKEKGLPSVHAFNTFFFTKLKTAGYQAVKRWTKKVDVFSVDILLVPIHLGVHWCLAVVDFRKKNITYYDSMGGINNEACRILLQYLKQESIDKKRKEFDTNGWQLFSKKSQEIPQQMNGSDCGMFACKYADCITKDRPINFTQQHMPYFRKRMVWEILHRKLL
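Test system: hSENP1 catalytic domain, recombinant; Amount: 20 pM final SENP1 enzyme; Medium: Tris pH 8 buffer plus EDTA, NaCl, BME, BSA, NP40, catalase; Schedule: 50 min enzyme reaction, room temperature, light-protected; Technique: FRET fluorescence in CFP and YFP emission channels; Controls: no-enzyme wells low, DMSO-plus-enzyme wells high control.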
UBC13 polyUb = human UBC13 polyubiquitination inhibition | AID 485273 | hit rate 0.47% among 330,000 | inhibition, % at 20 µM | UBC13 polyubiquitin chain formation, TR-FRET | P61088; in the data active = inhibition above about 45%, passing the limit was not always enough
Target sequence (P61088 whole entry, looked up): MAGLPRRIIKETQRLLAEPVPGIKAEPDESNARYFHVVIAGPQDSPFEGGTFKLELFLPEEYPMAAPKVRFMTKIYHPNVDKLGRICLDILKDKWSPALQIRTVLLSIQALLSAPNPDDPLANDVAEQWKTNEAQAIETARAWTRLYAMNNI
SENP6 inh = SENP6 protease inhibition; Recombinant SENP6 catalytic domain, aminoluciferin luminescence; inhibition, % at 10 µM; hit rate 1.8% among 330,000; AID 2599;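 active = inhibition above about 50% at the single tested dose, limit read from the data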;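 note: plate controls were DMSO wells with enzyme for no effect and DMSO wells lacking enzyme for full effect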
SENP8 block-2 = SENP8 protease inhibition; Q96LD8; purified SENP8, Z-RLRGG-aminoluciferin cleavage, luminescence; inhibition, % at 10 µM; hit rate 1.2% among 330,000; AID 2540; in the data active = inhibition above about 50%
* = called active by the depositor; i = inactive. Hits appear at their usual frequency; any-hit rate near 3.6%.

Values run as follows: Apaf-1 inh	A3G deaminase	SENP8 block-1	SENP7 inh	SENP1 inh	UBC13 polyUb	SENP6 inh	SENP8 block-2
CC1=C(C(=O)OCc2ccccc2)C(c2ccc(N3CCOCC3)cc2)NC(=O)N1 (stereo not drawn)
 : -1	-5	1	5	16	4	-15	1
CN(C)c1ccc(CNn2cnnc2SCc2ccccc2F)cc1
 : 4	-6	8	-9	0	4	-27	-13
Fc1ccc(F)c(CNc2ncnc3cc(Cl)ccc23)c1
 : 2	-6	16	-4	-16	-3	-12	-13
O=C(CC1SC(=O)N(Cc2cccc3ccccc23)C1=O)Nc1nccs1 (stereo not drawn)
 : 23	-1	21	8	3	4	-6	-2
Cn1c2ccccc2c2cc(/C=N/NC(=O)c3cc(O)cc(O)c3)ccc21
 : 21	20	-370	-16	-3	9	-14	-4
O=c1c2cc(-c3ccccc3)sc2ncn1-n1cccc1
 : 1	-6	16	-2	1	-1	-3	-12
COc1ccc(C2=NOC(C(=O)Nc3c(C)n(C)n(-c4ccccc4)c3=O)C2)cc1OC (stereo not drawn)
 : -3	1	11	-5	0	-1	0	1
C=CCn1c(SCc2ccc(Cl)cc2)nc2c1c(=O)[nH]c(=O)n2C
 : 0	-3	18	8	2	5	3	8
CC(=O)n1cc([C@H]2C=C(C(=O)NCc3ccccc3)O[C@@H](OCc3ccc(CO)cc3)C2)c2ccccc21
 : 15	-2	-44	4	-33	22	2	5
O=C(Nc1ccc(C(F)(F)F)cc1)c1cc(-c2cccnc2)nc2ccc(Br)cc12
 : 5	-2	16	0	0	4	2	1
O=C(Oc1ccc2ccccc2c1Cl)N1CCCC1
 : 21	-7	16	57*	-1	10	73*	38
Nc1cc(N)nc(SCC(=O)Nc2ccc(Br)cc2Cl)n1
 : -11	17	10	6	2	3	-5	-1
CCc1ccc2oc(C(=O)Nc3ccc(S(N)(=O)=O)cc3)c(C)c2c1
 : -7	-5	-63	-3	-2	7	0	6
CC(C)CC1c2[nH]c3ccccc3c2CCN1CCCn1cccn1 (stereo not drawn)
 : 1	-3	-243	1	-47	5	-6	2
C[C@H]1NC(=O)[C@@]2(C)[C@@H](c3ccccc3)[C@H]3COc4ccccc4[C@H]3N2C1=O
 : 19	-12	-5	-2	1	5	-26	-11
Cc1cccc(-n2cnc(C(=O)O)c2)n1
 : -8	-11	11	-3	1	-1	3	-9
O=C(COc1cccc2ccccc12)NNC(=O)[C@@H]1CCCC[C@@H]1C(=O)O
 : -1	-6	18	0	3	-2	-10	-6
COc1cccc(-c2cc(C(=O)Nc3cccnc3Cl)no2)c1
 : -3	-8	-9	20	0	7	-10	-8
COc1ccc(-c2cc(=O)oc3c(O)c(O)ccc23)cc1
 : 6	-9	23	5	14	-5	13	1
CCCN(CCC)C(=O)c1cc(-c2ccc3c(c2)OCO3)nc2ccccc12
 : 10	-3	i	-8	-3	9	-11	-8

Values run as follows: Apaf-1 inh	A3G deaminase	SENP8 block-1	SENP7 inh	SENP1 inh	UBC13 polyUb	SENP6 inh	SENP8 block-2
COc1ccccc1N1CCN(C(=O)C2CCN(S(=O)(=O)c3ccc4c(c3)CC(C)N4C(C)=O)CC2)CC1 (stereo not drawn)
 : 4	-1	5	7	1	-3	18	2
CCN(C(=O)CSc1nnc(-c2ccc(F)cc2)n1C)C1CCS(=O)(=O)C1 (stereo not drawn)
 : 2	-5	0	-7	2	-13	-20	-13
C=CCNc1oc(-c2ccc(OCC)cc2)nc1C#N
 : -52	-3	-291	-4	2	3	-15	-10
CCc1ccc2[nH]c(C)c(CN3CCCCCC3)c(=O)c2c1
 : 8	-10	18	-3	-6	-2	-5	-9
COc1ccc(-c2nc3ccc([N+](=O)[O-])cc3o2)cc1
 : -12	-3	2	69*	-1	-4	24	10
COc1cc2cnc(-c3ccccc3)c(-c3cccc(C(F)(F)F)c3)c2cc1OC
 : 19	-7	-15	-1	-1	7	0	5
CCOC(=O)CSc1nc(N)cc(=O)[nH]1
 : -3	-6	2	5	2	0	8	5
COc1cc(OC)c(NC(=O)C2CCN(S(=O)(=O)c3ccc4c(c3)CC(C)N4C(C)=O)CC2)cc1Cl (stereo not drawn)
 : 18	-7	6	-4	-1	3	-2	0
O=C(NCCc1ccc2c(c1)OCCO2)c1ccc([N+](=O)[O-])cc1Cl
 : -1	-2	2	-2	-2	-1	-10	-7
O=C(OCc1c(F)cccc1Cl)c1cnc(Cl)c(Cl)c1
 : 7	-5	20	0	1	2	-36	-5
CC1CCN(C(=S)NC(=O)C2CCCCC2)CC1
 : -3	-7	7	5	-2	-2	2	6
CC(C)(C)n1nnnc1SCC(=O)Nc1nn(-c2ccccc2)nc1C(N)=O
 : 9	-9	-68	-2	0	-11	6	-6
Cc1cc(NS(=O)(=O)Cc2ccccc2)cc(C)c1OCC(=O)N1CCOCC1
 : -2	-7	17	-3	-1	11	-4	4
CN1CCN(c2ccccc2/C=N/NC(=O)c2cccnc2)CC1
 : -21	-2	-50	9	3	-5	8	3
CC1CCCN(Cc2nc3c(c(=O)n(C)c(=O)n3C)n2CC(=O)c2ccccc2)C1 (stereo not drawn)
 : 8	-6	-19	0	-24	-8	-13	-2
O=C(Nc1c(C(=O)N2CCCC2)cnn1-c1ccccc1)c1cccc(F)c1
 : 1	-2	23	1	1	-4	7	2
Cc1ccc(C)c(NC(=O)CN(C)C(=O)CC2OC(=O)c3ccccc32)c1 (stereo not drawn)
 : 6	-8	-2	-5	-2	-12	-11	-1
O=C(c1cc(F)ccc1F)C1CCCN(C(=O)c2ccco2)C1 (stereo not drawn)
 : -2	-2	17	5	2	8	11	1
CCN(CC)C(=O)Cn1cc(C(=O)C(=O)NCCc2ccccc2)c2ccccc21
 : 8	-4	-1	-22	2	-4	-10	-10
CC(C)(C)c1nc2ccc([N+](=O)[O-])cc2[nH]1
 : -5	-3	6	2	0	-6	-19	-4

Values run as follows: Apaf-1 inh	A3G deaminase	SENP8 block-1	SENP7 inh	SENP1 inh	UBC13 polyUb	SENP6 inh	SENP8 block-2
Cc1ccc(S(=O)(=O)N2CCN(C(=O)c3ccc(N4CCCC4)c([N+](=O)[O-])c3)CC2)cc1
 : 23	-3	21	2	0	-15	-10	9
CC(C)O/N=C1\C(=O)N(c2ccccc2)c2ccccc21
 : -1	-5	22	2	3	7	-4	3
O=c1[nH]c(=O)n(Cc2ccco2)c2c1C(C(F)(F)F)(C(F)(F)F)N=C(CCc1ccccc1)N2
 : 28	-5	-13	-13	0	-9	-19	-3
NNc1nc(Nc2ccccc2)nc(N2CCCCC2)n1
 : 14	-9	15	1	0	-1	9	1
Cc1ccc(C)c(-n2c(-c3csc(C)c3)n[nH]c2=S)c1
 : -2	9	-13	7	0	1	11	5
Cc1ccc2[nH]cc(C(=O)CN3CCC4(CC3)OCCO4)c2c1
 : 2	-2	9	3	0	1	-2	-1
COc1ccc(OCC(=O)N/N=C(\C)c2ccc(-n3ccnc3)cc2)cc1
 : 4	1	8	-2	2	8	-1	-4
NNc1nccc(Nc2ccccc2C(=O)O)n1
 : 8	-5	-387	-10	-3	-24	0	-10
Cc1c(Cl)cnc(NC(=O)COC(=O)c2cccc(S(=O)(=O)N3c4ccccc4CC3C)c2)c1Cl (stereo not drawn)
 : 10	-2	17	2	-2	5	1	-5
CC1CCCC(C)N1NC(=S)Nc1ccc(OC(F)F)cc1 (stereo not drawn)
 : 16	-1	-404	5	2	10	-2	5
CC1CCCC(C)N1C(=C(Cl)Cl)C(=C1SCCS1)[N+](=O)[O-] (stereo not drawn)
 : 8	-6	18	-2	4	-1	-24	3
COCCn1c(SCC(=O)NC2CCCCC2)nc2c(c1=O)SCC2
 : 5	5	7	2	0	0	19	-7
C/C(=N\Nc1cc(C)nc(-c2ccccc2)n1)c1cccc([N+](=O)[O-])c1
 : 5	-9	23	1	1	3	-8	-4
CCOc1ccccc1-n1c(=S)sc2c(=O)n(-c3ccccc3)c(=S)[nH]c21
 : -1	-11	13	4	0	-15	0	3
O=C(C1CCN(c2nnc(N3CCCC3=O)s2)CC1)N1CCN(c2cccc(C(F)(F)F)c2)CC1
 : 17	2	18	3	0	0	11	2
Cc1ccc(S(=O)(=O)N(CCC(=O)Nc2ccc(OC(F)(F)F)cc2)c2ccccc2)cc1
 : 7	1	19	3	-1	-2	-3	-5
OC1CCCN(Cc2cn(Cc3ccccc3)nc2-c2cc3ccccc3o2)C1 (stereo not drawn)
 : -3	-1	9	-7	1	6	-3	7
CN(C)C(=O)CSc1nnc(Cc2ccccc2)n1Cc1ccco1
 : 1	0	2	-2	-1	-1	-2	1
Cc1ccc(S(=O)(=O)n2nc(-c3ccco3)nc2SCc2ccccc2)cc1
 : 1	1	29	-1	3	3	10	5
Cc1ccccc1NC(=O)c1cccc(S(C)(=O)=O)c1
 : 6	-4	3	-2	4	2	18	-1

Values run as follows: Apaf-1 inh	A3G deaminase	SENP8 block-1	SENP7 inh	SENP1 inh	UBC13 polyUb	SENP6 inh	SENP8 block-2
CCOCC(O)CS(=O)(=O)c1ccccn1 (stereo not drawn)
 : -19	-8	5	-4	0	1	-4	4
COCCn1c(SCC(=O)Nc2cc(C)on2)nnc1-c1c[nH]c2ccccc12
 : 1	-3	21	-4	2	0	-17	5
COC(=O)C[N+](C)(C)CC#Cc1ccccc1
 : -2	-5	22	1	-2	3	5	-2
c1ccc(CN2CCN(C(c3ccccc3)c3ccccc3)CC2)cc1
 : 20	-1	8	1	2	5	-24	-7
CCN(CC)S(=O)(=O)c1ccc(-c2nnc(SCC(=O)Nc3nc(C)cs3)o2)cc1
 : -4	-4	-4	-1	2	-9	7	7
CCN(c1ccc(NS(=O)(=O)c2cc(Cl)ccc2Cl)cc1)C(C)C
 : 13	-8	16	8	3	3	8	-6
Cc1ccc(C(=O)NCc2cccc(C(F)(F)F)c2)cc1S(=O)(=O)N1CCCCC1
 : 17	0	-4	-1	2	8	-16	-3
O=C(Cc1ccc(S(=O)(=O)N2CCOCC2)s1)Oc1ccc(F)cc1
 : 3	9	-24	0	-4	0	5	2
CCOC(=O)C(C)n1cnc2c(nnn2-c2cccc(Cl)c2)c1=O (stereo not drawn)
 : 6	-2	1	7	0	-4	-2	-4
Cc1ccc(NC(=O)c2cccc(C(F)(F)F)c2)cc1NC(=O)c1[nH]cnc1C(N)=O
 : -14	-9	8	8	1	4	-2	-4
OC[C@H]1O[C@@H](Oc2ccc3cc(Br)ccc3c2)[C@H](O)[C@@H](O)[C@H]1O
 : -3	-10	4	-10	1	9	-15	-2
O=C(NNC(=S)Nc1ccccc1)c1cccc(Br)c1
 : 0	-3	-1	-6	2	-11	17	5
CC1CCCN(c2nc(NCc3ccco3)nc(N)c2[N+](=O)[O-])C1 (stereo not drawn)
 : 12	6	21	-1	-4	-8	-15	-10
Cc1nnc(NC(=O)CCC(=O)NC2CCCCCCC2)s1
 : 1	-2	14	3	-1	-2	0	0
CSCC[C@H](NC(=O)[C@H](Cc1ccccc1)n1c(=O)[nH]c2ccccc2c1=O)C(=O)NCC1CCC(C(=O)O)CC1 (stereo partly drawn)
 : 11	7	-10	7	-3	-4	-6	4
O=C(CC1C(=O)NCCN1C(=O)Nc1ccc(F)cc1)Nc1ccc(F)cc1 (stereo not drawn)
 : -6	-8	7	-12	-1	-4	-18	-12
Cc1nn(C(=O)c2cccc([N+](=O)[O-])c2)c(C)c1Br
 : 6	2	10	8	2	4	-10	1

Compounds listed so far that have a tert-butyl group:
Values run as follows: Apaf-1 inh	A3G deaminase	SENP8 block-1	SENP7 inh	SENP1 inh	UBC13 polyUb	SENP6 inh	SENP8 block-2
CC(C)(C)n1nnnc1SCC(=O)Nc1nn(-c2ccccc2)nc1C(N)=O
 : 9	-9	-68	-2	0	-11	6	-6
CC(C)(C)c1nc2ccc([N+](=O)[O-])cc2[nH]1
 : -5	-3	6	2	0	-6	-19	-4

High-throughput results: PubChem BioAssay, Sanford-Burnham Center for Chemical Genomics
